# ROS inducer = raises reactive oxygen species in U2OS cancer cells; U2OS ROS induction, H2DCF-DA fluorescence; ROS induction (% of piperlongumine), % at 10 µM; 46,000 tested, 2% active; AID 624156; in the data active means ROS induction above about 79%, passing the limit was not always enough;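 further: 0% = DMSO vehicle median and 100% = reference compound median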
# * hit, by the source's call.
# The first seven records (preview)
structure	ROS inducer
C[C@@H]1CN([C@@H](C)CO)C(=O)c2cc(NC(=O)Nc3ccc(F)cc3)ccc2O[C@@H]1CN(C)C(=O)Nc1cccc2ccccc12	-3.0
CC(=O)Nc1ccc(OCC(=O)Nc2ccc(Cl)c(Cl)c2)cc1	0.0
C[C@H]1CN([C@@H](C)CO)C(=O)Cc2cc(NC(=O)Cn3cnnn3)ccc2O[C@@H]1CN(C)C(=O)Nc1ccc(F)cc1	24.5
O=c1[nH]nc(-c2ccc(NCc3cccnc3)c([N+](=O)[O-])c2)c2ccccc12	43.8
O=c1ccc2ccc(O)cc2o1	-12.4
C[C@H]1CN([C@@H](C)CO)C(=O)c2cc(NC(=O)Cc3ccccc3)ccc2O[C@H]1CN(C)Cc1ccc(C(=O)Nc2ccccc2N)cc1	-6.9
COc1ccc(CN(C)C[C@@H]2Oc3ccc(NC(=O)NC4CCCCC4)cc3CC(=O)N([C@@H](C)CO)C[C@@H]2C)cc1	-1.3

# The list itself, repeating the preview:
structure	ROS inducer
C[C@@H]1CN([C@@H](C)CO)C(=O)c2cc(NC(=O)Nc3ccc(F)cc3)ccc2O[C@@H]1CN(C)C(=O)Nc1cccc2ccccc12	-3.0
CC(=O)Nc1ccc(OCC(=O)Nc2ccc(Cl)c(Cl)c2)cc1	0.0
C[C@H]1CN([C@@H](C)CO)C(=O)Cc2cc(NC(=O)Cn3cnnn3)ccc2O[C@@H]1CN(C)C(=O)Nc1ccc(F)cc1	24.5
O=c1[nH]nc(-c2ccc(NCc3cccnc3)c([N+](=O)[O-])c2)c2ccccc12	43.8
O=c1ccc2ccc(O)cc2o1	-12.4
C[C@H]1CN([C@@H](C)CO)C(=O)c2cc(NC(=O)Cc3ccccc3)ccc2O[C@H]1CN(C)Cc1ccc(C(=O)Nc2ccccc2N)cc1	-6.9
COc1ccc(CN(C)C[C@@H]2Oc3ccc(NC(=O)NC4CCCCC4)cc3CC(=O)N([C@@H](C)CO)C[C@@H]2C)cc1	-1.3
C[C@@H]1CN([C@@H](C)CO)C(=O)c2cc(NC(=O)c3ccncc3)ccc2O[C@@H]1CN(C)C(=O)NC1CCCCC1	2.3
O=C(N/N=C/c1ccc(OCCO)cc1)c1ccccc1O	3.5
C[C@H]1CN([C@@H](C)CO)C(=O)c2cc(NS(=O)(=O)c3cccs3)ccc2O[C@H]1CN(C)Cc1ccc(-c2ccccc2)cc1	0.9
Cc1cc(C)c(C(=O)N2Cc3ccccc3NC2=S)c(C)c1	-6.6
O=C(NC1CC1)c1cccc(C(F)(F)F)c1	-2.6
CC(C)CCNC(=O)Cc1ccc(-n2c(=S)[nH]c3ccccc3c2=O)cc1	5.6
C=CCN1C(=O)[C@@]2(O[C@@H](CCO)[C@H]([Si](C)(C)c3ccc(OC)cc3)[C@H]2C)c2cc(NC(C)=O)ccc21	105.7*
C[C@@H]1CN([C@@H](C)CO)C(=O)c2cc(NS(=O)(=O)c3cn(C)cn3)ccc2O[C@@H]1CN(C)S(=O)(=O)c1cn(C)cn1	4.6
COc1ccc(CN(C)C[C@@H]2Oc3ccc(NC(=O)Nc4ccc(C(F)(F)F)cc4)cc3C(=O)N([C@H](C)CO)C[C@@H]2C)cc1	1.1
CC(C)NC(=O)Nc1cccc2c1O[C@H](CN(C)Cc1ccc(Cl)c(Cl)c1)[C@H](C)CN([C@@H](C)CO)C2=O	3.2
C[C@@H]1CN([C@@H](C)CO)C(=O)c2cccc(NC(=O)c3nc4ccccc4s3)c2O[C@H]1CN(C)C(=O)Nc1ccc(C(F)(F)F)cc1	11.7
C[C@H]1CN([C@@H](C)CO)C(=O)c2cc(NC(=O)CCC(F)(F)F)ccc2O[C@H]1CN(C)S(=O)(=O)c1cn(C)cn1	4.5
COc1ccc(NC(=O)Nc2ccc3c(c2)CC(=O)N([C@H](C)CO)C[C@H](C)[C@H](CN(C)S(=O)(=O)c2cn(C)cn2)O3)cc1	14.4
O=S(=O)(NCC(Nc1ccccc1)c1ccccc1)c1ccccc1 (configuration not stated)	1.9
Cc1ccc(CN2C(=O)C(O)(CC(=O)c3cccc(N)c3)c3cc(Cl)ccc32)cc1 (configuration not stated)	-3.7
C/C(C=Nc1c(C)n(C)n(-c2ccccc2)c1=O)=C/c1ccccc1	-4.8
COc1ccc(OC)c(-n2cc(-c3ccccc3)nc2SC)c1	13.0
COc1cc2c(cc1NC(=O)c1ccccc1)oc1ccccc12	-1.2
C[C@@H]1CN([C@H](C)CO)C(=O)CCCn2nncc2CO[C@H]1CN(C)Cc1ccncc1	7.8
CC1CCCN(c2ccc3nc4ccccc4c(=O)n3n2)C1 (configuration not stated)	37.9
N#CCCN(Cc1cccnc1)C(=S)NC1CC2C=CC1C2 (configuration not stated)	-13.1
C[C@H](CO)N1C[C@H](C)[C@@H](CN(C)S(=O)(=O)c2ccccc2)Oc2ccc(NC(=O)CCC(F)(F)F)cc2C1=O	-1.0
C[C@H](CO)N1C[C@H](C)[C@H](CN(C)C(=O)Nc2ccccc2)Oc2ncc(-c3cccc(F)c3)cc2C1=O	8.7

# New compounds follow.
structure	ROS inducer
C[C@@H]1CN([C@H](C)CO)C(=O)c2cc(NC(=O)CCCCCC(=O)Nc3ccccc3N)ccc2O[C@H]1CN(C)C(=O)Nc1ccc2c(c1)OCO2	13.4
COc1ccc(S(=O)(=O)N(C)C[C@@H]2Oc3ccc(NS(=O)(=O)c4ccc(Cl)cc4)cc3CC(=O)N([C@H](C)CO)C[C@@H]2C)cc1	26.1
N#Cc1ccccc1NC(=O)Nc1cccs1	20.1
COc1ccc([N+](=O)[O-])cc1NC(=O)CN(C)S(=O)(=O)c1ccc(Br)cc1	7.7
C[C@@H]1CN([C@H](C)CO)C(=O)Cc2cc(NC(=O)CCC(F)(F)F)ccc2O[C@@H]1CN(C)Cc1ccc(Cl)c(Cl)c1	0.6
Cc1noc(C)c1NC(=O)N(C)C[C@H]1Oc2ccc(NC(=O)Nc3ccc(C(F)(F)F)cc3)cc2CC(=O)N([C@@H](C)CO)C[C@H]1C	-3.2
COc1ccc(CN(C)C[C@@H]2Oc3c(NC(=O)Nc4cccc5ccccc45)cccc3C(=O)N([C@@H](C)CO)C[C@@H]2C)cc1	5.3
C[C@@H]1CN([C@H](C)CO)C(=O)Cc2cc(NS(C)(=O)=O)ccc2O[C@H]1CN(C)C(=O)Nc1ccc2c(c1)OCO2	-8.9
Cc1noc(C)c1NC(=O)Nc1ccc2c(c1)C(=O)N([C@H](C)CO)C[C@H](C)[C@@H](CN(C)S(=O)(=O)c1ccccc1)OCCCC[C@@H](C)O2	1.8
CC1=CC(=O)C2=C(C)CC[C@@H]3[C@H](OC(=O)[C@H]3C)[C@@H]12	2.9
C[C@H]1CN([C@@H](C)CO)C(=O)Cc2cc(NS(C)(=O)=O)ccc2O[C@@H]1CN(C)Cc1ccc(C(=O)O)cc1	-5.4
C[C@H]1CN([C@@H](C)CO)C(=O)c2cc(NC(=O)Nc3ccc4c(c3)OCO4)ccc2O[C@H]1CN(C)S(=O)(=O)c1cn(C)cn1	-7.1
C[C@@H]1CN([C@@H](C)CO)C(=O)Cc2cc(N(C)C)ccc2O[C@@H]1CN(C)Cc1ccccc1	2.6
O=C(N/N=C/c1ccc[nH]1)c1ccccn1	27.9
CC1=C(C(=O)NN)Sc2ccccc2N1	-13.1
C[C@H](CO)N1C[C@H](C)[C@H](CN(C)S(=O)(=O)c2ccc(C#N)cc2)Oc2ncc(C#Cc3ccccc3)cc2C1=O	18.0
O[C@@H]1[C@@H](O)[C@H](OC/C=C/c2ccccc2)O[C@H](CO[C@@H]2OC[C@H](O)[C@H](O)[C@H]2O)[C@H]1O	-3.6
COc1ccc(CN=C(Nc2ccccc2)SC2CC(=O)N(C)C2=O)cc1 (configuration not stated)	-2.2
Cc1cc(=O)[nH]c(SCCOc2ccc(C(=O)c3ccccc3)cc2)n1	26.3
O=c1cc(-c2ccccc2)oc2ccc(O)cc12	9.8
C[C@H]1CN([C@@H](C)CO)C(=O)c2cccc(NS(=O)(=O)c3cn(C)cn3)c2O[C@H]1CN(C)Cc1ccc2c(c1)OCO2	-13.4
C[C@H](CO)N1C[C@H](C)[C@H](CN(C)C(=O)Nc2ccc(C(F)(F)F)cc2)OCc2cn(nn2)CCCC1=O	4.1
C[C@@H]1CN([C@H](C)CO)C(=O)c2cc(NC(=O)Nc3cccc4ccccc34)ccc2O[C@H]1CN(C)CC1CCCCC1	10.3
C=CCNC(=O)[C@H]1[C@@H]2C(=O)O[C@@H](c3ccccc3)[C@@H](c3ccccc3)N2[C@@H](c2ccc(OCCO)cc2)[C@]12C(=O)Nc1ccc(C#Cc3ccc(OC)cc3)cc12	13.9
CSCCC(NC=O)C(=O)NC(CC(C)C)C(=O)NC(Cc1ccccc1)C(=O)O (configuration not stated)	12.6
COc1ccc(C(=O)Nc2ccc(Cc3ccc(NC(=O)c4ccc(OC)cc4)c(O)c3)cc2O)cc1	-13.2
CCC(C)(C)C(=O)O[C@H]1C[C@@H](C)C=C2C=C[C@H](C)[C@H](CC[C@@H]3C[C@@H](O)CC(=O)O3)[C@H]21	-11.9
C[C@H](CO)N1C[C@H](C)[C@@H](CN(C)Cc2ccc(C(F)(F)F)cc2)Oc2c(NS(=O)(=O)c3cn(C)cn3)cccc2C1=O	4.4
Cc1noc(C)c1NC(=O)Nc1cccc2c1O[C@H](CN(C)C(=O)Nc1c(C)noc1C)[C@H](C)CN([C@@H](C)CO)C2=O	-10.2
C=CCNC(=O)c1ccc2c(c1)N(Cc1cccc(Cl)c1)C(=O)c1ccccc1S2	2.5

# (further entries)
structure	ROS inducer
COc1ccccc1N1C(=O)CCC1(C#N)c1ccc(OCc2ccccc2)cc1 (configuration not stated)	15.2
Cc1noc(C)c1NC(=O)N(C)C[C@@H]1OCCCC[C@@H](C)Oc2ccc(NC(=O)Nc3ccc4c(c3)OCO4)cc2C(=O)N([C@H](C)CO)C[C@@H]1C	-7.2
CCC(=O)Nc1cc(C(=O)O)ccc1Sc1ccc(OC)cc1	-8.0
CC(C)NC(=O)Nc1cccc2c1O[C@H](CN(C)C(=O)Nc1ccc(C(F)(F)F)cc1)[C@H](C)CN([C@@H](C)CO)C2=O	-8.3
C[C@H]1CN([C@@H](C)CO)C(=O)CCCn2cc(nn2)CO[C@H]1CN(C)CC1CCCCC1	14.8
COCCOC(=O)N1C(=O)[C@@]2(c3cc(C#CC4(O)CCCCCC4)ccc31)[C@H](C(N)=O)[C@H]1C(=O)O[C@H](c3ccccc3)[C@H](c3ccccc3)N1[C@@H]2c1ccc(OCCO)cc1	61.0
COc1ccc(S(=O)(=O)NCCC(=O)NC2CCCCC2)cc1	2.6
O=C(CSc1nnc(-c2cccs2)n1-c1ccccc1)N1CCc2ccccc21	7.9
COc1ccc(NC(=O)N(C)C[C@H]2Oc3c(NC(=O)Nc4c(C)noc4C)cccc3C(=O)N([C@@H](C)CO)C[C@H]2C)cc1	-2.8
O=C(C1=C[C@H](c2ccc3c(c2)Cc2ccccc2-3)C[C@H](OCCCCO)O1)N1CCCCC1	14.7
COc1ccc(S(=O)(=O)N(C)C[C@@H]2Oc3c(NC(=O)Nc4ccc(C(F)(F)F)cc4)cccc3C(=O)N([C@H](C)CO)C[C@H]2C)cc1	1.9
O=C1OC(c2ccccc2)C(O)(c2ccccc2)C12CCCCC2 (configuration not stated)	-2.7
COc1cc(/C=N/NC(=O)c2ccccn2)c([N+](=O)[O-])cc1OC	35.8
C[C@@H]1CCCCO[C@@H](CN(C)Cc2ccc3c(c2)OCO3)[C@@H](C)CN([C@H](C)CO)C(=O)c2cc(NS(=O)(=O)c3ccccc3)ccc2O1	9.8
C[C@H](CO)N1C[C@H](C)[C@H](CN(C)S(C)(=O)=O)Oc2ccc(N(C)C)cc2C1=O	2.1
Cc1nc2ccccc2n1CC(O)COCC1CC=CCC1 (configuration not stated)	2.5
O=C(N=CNC(=O)c1cccnc1)c1cccnc1	33.9
C[C@H]1CN([C@@H](C)CO)C(=O)Cc2cc(NC(=O)Nc3ccc(F)cc3)ccc2O[C@@H]1CN(C)Cc1ccc(C(=O)O)cc1	1.2
O=C(CCCCCC(=O)Nc1ccccc1O)N/N=C/c1ccc(Br)o1	4.5
C[C@H](CO)N1C[C@H](C)[C@H](CN(C)S(=O)(=O)c2cccs2)Oc2ccc(NC(=O)Nc3ccccc3)cc2C1=O	-11.4
Cn1c(CN2CCOCC2)nnc1SCC(=O)Nc1cc(C(F)(F)F)ccc1Cl	0.2
COc1cccc(CN(C(=O)/C=C/c2ccccc2)C2CCS(=O)(=O)C2)c1 (configuration not stated)	3.0
CC(=O)O[C@@H]1CC2C(C)(C)CCC[C@]2(CO)C2=C1C(=O)C(C(C)C)C(=O)C2=O (some centres not stated)	2.1
C[C@@H]1CN([C@@H](C)CO)C(=O)c2cc(NS(=O)(=O)c3cccs3)ccc2O[C@@H]1CN(C)S(C)(=O)=O	-1.1
COc1cccc(NC(=O)c2oc3ccc(S(=O)(=O)N4CC(C)CC(C)C4)cc3c2C)c1 (configuration not stated)	11.9
C[C@H](CO)N1C[C@H](C)[C@H](CN(C)S(=O)(=O)c2ccccc2)Oc2ccc(NS(=O)(=O)c3ccccc3)cc2CC1=O	12.6
C[C@@H]1CN([C@H](C)CO)C(=O)Cc2cc(NC(=O)Cc3cn(C)c4ccccc34)ccc2O[C@H]1CN(C)S(=O)(=O)c1ccc(F)cc1	22.9
CCOC(=O)CCCSc1nc2c(c(C(F)(F)F)c1C#N)CC(C)CC2 (configuration not stated)	30.5
Cc1cc(/C=C2/SC(=O)N(c3ccccc3)C2=O)c(C)n1-c1cccnc1	46.3
CNS(=O)(=O)c1ccc(Br)cc1I	-15.5
Cc1ccc(S(=O)(=O)Nc2ccc3c(c2)C(=O)N([C@H](C)CO)C[C@H](C)[C@H](CN(C)Cc2ccc(Oc4ccccc4)cc2)O3)cc1	7.4
CC1OC(Oc2cc(O)c3c(=O)c(OC4OCC(O)C(O)C4O)c(-c4ccc(O)cc4)oc3c2)C(O)C(O)C1O (configuration not stated)	-10.0

# Not all compounds are listed; rates above refer to the full screens.
